CRFR2-BP antag: blocks CRF-induced signaling of the CRF-BP/CRF-R2 complex; HEK293 CRF-R2/CRF-BP, CRF-induced calcium fluorescence; AID 588475; inhibition, % at 11.8 µM; 350,000 tested, 0.59% active;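 active = inhibition of the ligand-induced calcium signal above about 50% at the single tested concentration, limit read from the data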
CHRM5 antagonist: CHRM5 antagonism in calcium assay; P08912; CHO-hM5 cells, Fluo-8 calcium fluorescence, ACh EC80; inhibition, % at 3 µM; 360,000 tested, 0.59% active;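 active = inhibition above a per-plate cutoff, the mean of that plate's test compounds plus 3 SD, cut at about 27% in these data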;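 also: 0% = acetylcholine EC80 with DMSO and 100% = DMSO without agonist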
Target sequence (P08912 whole entry, looked up): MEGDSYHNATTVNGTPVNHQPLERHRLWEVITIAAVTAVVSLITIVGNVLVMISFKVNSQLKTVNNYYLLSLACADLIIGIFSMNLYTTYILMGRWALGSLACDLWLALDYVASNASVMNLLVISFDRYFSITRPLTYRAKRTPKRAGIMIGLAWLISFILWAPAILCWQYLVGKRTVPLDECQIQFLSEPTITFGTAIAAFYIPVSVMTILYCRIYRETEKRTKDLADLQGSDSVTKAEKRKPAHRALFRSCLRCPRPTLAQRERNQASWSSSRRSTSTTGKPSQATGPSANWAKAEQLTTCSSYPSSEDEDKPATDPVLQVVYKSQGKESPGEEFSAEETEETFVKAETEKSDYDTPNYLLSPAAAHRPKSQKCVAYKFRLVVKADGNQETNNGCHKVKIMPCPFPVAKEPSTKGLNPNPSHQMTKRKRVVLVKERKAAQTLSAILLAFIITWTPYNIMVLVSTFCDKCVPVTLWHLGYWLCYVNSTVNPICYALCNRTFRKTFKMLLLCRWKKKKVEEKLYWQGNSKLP
CHRM4 agonist: CHRM4 agonism in calcium assay | CHO-K1 hM4/Gqi5, Fluo-8 calcium fluorescence; vehicle 0%, full acetylcholine response 100% | activation, % at 3 µM | 360,000 tested, 0.14% active;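 active = activation above the run mean over all test wells plus 3 SD, cut at about 32% in these data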;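 also: peak over basal fluorescence ratio per well then scaled between controls; 0% = DMSO wells and 100% = acetylcholine at EC100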
CHRM4 antagonist: antagonists of human muscarinic M4 receptor (CHRM4); P08173; 360,000 tested, 0.73% active; AID 624125; inhibition, % at 3 µM; CHO-hM4 cells, ACh EC80, Fluo-8 calcium fluorescence;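 active = inhibition above its plate's cutoff, the mean inhibition of sample wells plus 3 SD, cut at about 27% in these data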;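 also: 0% = acetylcholine EC80 with DMSO and 100% = DMSO without agonist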
CHRM5 agonist: CHRM5 agonism in calcium assay; activation, % at 3 µM; CHO-K1 hM5 cells, Fluo-8 calcium fluorescence; 0% DMSO wells, 100% maximal acetylcholine response; 360,000 tested, 0.19% active;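 active = activation above the run's mean over test compounds plus 3 SD, cut at about 23% in these data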;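 also: signal is peak over basal fluorescence ratio across the kinetic read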
CRFBP-R2 agonist: agonists of human CRF-binding protein/CRF-R2 receptor complex; 350,000 tested, 0.46% active; HEK293 CRF-R2/CRF-BP, calcium dye fluorescence (FLIPR); percent of saturating CRF peptide response; activation, % at 13.2 µM; AID 588473;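 active = activation of at least 50%, plus an integration ratio under a set limit after plate pattern correction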;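 also: plate controls were neutral control wells without compound for no effect and CRF at EC100 for full effect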
CHRM5 PAM: potentiates acetylcholine response at human M5 receptor | AID 624038 | CHO-K1 hM5, Fluo-8 calcium, ACh EC20 PAM; 0% = ACh EC20, 100% = ACh EC100 | 360,000 tested, 0.3% active | activation, % at 3 µM | P08912;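 active = activation above the run cutoff, the mean activation of all test compounds plus 3 SD, cut at about 18% in these data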
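System – CHO-K1 hM5 cells · Compound – 3 µM, single dose · Incubation – compound preincubation 140 s before EC20 acetylcholine addition · Technique – Fluo-8 calcium fluorescence · Measure – Max/basal fluorescence ratio as % of EC20–EC100 ACh window · Benchmarks – low control EC20 acetylcholine (0%), high control EC100 acetylcholine (100%) · Replication – singlicate, one well per test compound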
CHRM1 PAM: potentiates human M1 receptor response to acetylcholine; P11229; CHO-K1 hM1, Fluo-8 calcium fluorescence, ACh EC20; 0% = ACh EC20, 100% = maximal ACh; activation, % at 3 µM; 360,000 tested, 0.088% active; in the data active = activation above about 19%, passing the limit was not always enough
Target sequence (P11229 whole entry, looked up): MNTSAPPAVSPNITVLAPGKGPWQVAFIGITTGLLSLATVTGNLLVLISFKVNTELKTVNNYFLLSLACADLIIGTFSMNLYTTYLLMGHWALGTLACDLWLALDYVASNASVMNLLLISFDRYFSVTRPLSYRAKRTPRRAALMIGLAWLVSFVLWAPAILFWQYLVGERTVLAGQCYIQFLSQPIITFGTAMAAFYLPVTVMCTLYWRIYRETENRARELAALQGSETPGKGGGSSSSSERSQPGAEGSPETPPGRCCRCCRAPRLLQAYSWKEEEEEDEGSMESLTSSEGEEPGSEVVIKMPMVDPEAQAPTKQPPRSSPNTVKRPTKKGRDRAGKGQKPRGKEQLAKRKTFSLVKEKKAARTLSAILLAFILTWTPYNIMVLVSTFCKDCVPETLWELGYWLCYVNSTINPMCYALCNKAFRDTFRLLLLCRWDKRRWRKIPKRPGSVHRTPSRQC
M4 PAM: positive allosteric modulators of human muscarinic M4 receptor | P08173 | CHO-K1 hM4/Gqi5, Fluo-8 calcium fluorescence, ACh EC20; 0% = ACh EC20, 100% = maximal ACh | activation, % at 3 µM | 360,000 tested, 0.4% active | AID 624126;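 active = activation above its plate's cutoff, the mean activation of sample wells plus 3 SD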; also: some results filed as inactive read as strong as hits
Numbers without * were called inactive; x = no result given.

Molecule,CRFR2-BP antag,CHRM5 antagonist,CHRM4 agonist,CHRM4 antagonist,CHRM5 agonist,CRFBP-R2 agonist,CHRM5 PAM,CHRM1 PAM,M4 PAM
O=C(c1ccccc1)N1CCN(c2ccc([N+](=O)[O-])c(N3CCOCC3)c2)CC1,-9.3,1.7,3.2,3.2,-3.3,0.4,-1.9,9.6,3.3
O=C(COC(=O)Cn1cnc2ccccc21)Nc1cccc2c1C(=O)c1ccccc1C2=O,-4.1,2.3,2.0,2.8,0.5,7.1,-2.0,-4.9,3.5
CC1CN(C(=O)C(C)Sc2nc3ccccc3s2)CC(C)O1 (configuration not stated),10.6,1.3,0.6,-4.7,-1.6,-0.2,-1.0,5.8,1.5
COc1cc(OC)cc(C2=Cc3ccccc3C(CC(C)=O)N2c2ccc(C#CC3(N)CCCCC3)cc2)c1 (configuration not stated),x,9.0,17.5,23.5,7.1,x,0.4,x,0.4
COc1cc(OC)cc(C(=O)NNC(=S)Nc2ccc(S(N)(=O)=O)cc2)c1,0.0,12.7,-0.4,7.6,0.1,-1.4,1.7,-11.5,-5.2
CC(CCc1ccccc1)NC(=O)[C@@H]1Cc2ccccc2CN1 (some centres not stated),-5.7,-2.1,1.3,-0.6,-3.6,2.7,6.5,11.0,-0.3
O=C(C1=C[C@H](c2coc3ccccc3c2=O)C[C@H](OCc2ccc(CO)cc2)O1)N1CCN(Cc2ccc3c(c2)OCO3)CC1,-7.0,5.2,1.2,-12.9,-1.7,-1.8,-6.8,-6.0,-4.6
CCCCNC(=O)c1nc(-c2ccncc2)oc1-c1ccccc1,x,8.1,2.9,-15.1,-0.1,x,4.9,6.1,4.0
Cc1cccc(N2C(=O)C3CCC(c4ccccc4)CC3C2=O)c1 (configuration not stated),30.9,-5.5,0.0,-12.4,-1.8,1.1,-5.2,0.9,4.2
COc1ccc(NC(=O)c2cnn3c(C(F)(F)F)cc(-c4ccco4)nc23)cc1OC,21.8,-18.9,1.5,-4.2,0.5,-5.8,-0.7,12.1,26.8
CCC1(CC)C(=O)NC(=O)NC1=NCCc1ccc(O)cc1,-6.0,1.8,0.3,3.3,2.6,1.9,4.1,3.4,2.5
Cc1cc(C(=O)COc2cccnc2[N+](=O)[O-])c(C)n1-c1ccccc1,11.3,0.8,6.0,-3.0,-0.5,-0.8,-2.5,-0.9,-0.8
COc1cccc(NC(=O)CN(C)C(=O)c2ccccc2-c2nc3ccccc3s2)c1,-18.2,11.3,4.9,3.8,-3.6,-3.2,-6.6,-3.2,-4.2
Cc1cc(C)n(CC(O)COCc2ccccc2)n1 (configuration not stated),2.9,4.6,0.7,12.7,0.0,-1.0,-2.0,1.4,-0.4
O=C1CC(C(=O)Nc2ccc(Br)cc2)S/C(=N\N=C\c2ccco2)N1 (configuration not stated),-5.1,7.5,3.1,-13.4,10.6,1.7,16.1,9.4,-5.8
O=C(NCN1CCc2ccccc2C1)c1ccccc1,2.9,3.9,1.1,0.5,1.6,-0.5,0.8,1.1,-2.5
CCOc1ncccc1C(=O)Nc1ccc(-c2ccc3nnc(C)n3n2)cc1,-3.8,5.6,0.7,-13.0,1.0,0.0,3.5,5.2,3.5
CN(O)/C=C1\C(=O)Nc2ccccc21,7.9,-4.4,0.0,5.2,-2.3,-0.9,4.7,3.7,-4.5
c1ccc(Cc2nnc3sc(-c4ccccn4)nn23)cc1,-5.2,2.1,1.7,7.6,-4.6,-1.0,2.8,11.1,1.0
Cc1csc(=O)n1CCC(=O)OCC(=O)Nc1cc(Cl)ccc1[N+](=O)[O-],17.5,6.1,5.1,-12.8,-0.9,-1.0,-8.8,11.6,2.7

Molecule,CRFR2-BP antag,CHRM5 antagonist,CHRM4 agonist,CHRM4 antagonist,CHRM5 agonist,CRFBP-R2 agonist,CHRM5 PAM,CHRM1 PAM,M4 PAM
NC(=O)Nc1ccc(F)cc1,9.0,-0.6,1.0,-4.4,1.3,-2.2,2.2,17.4,22.0
COc1ccc(S(=O)(=O)N2CCCC2CNC(=O)C(=O)NCc2ccc(C)cc2)cc1 (configuration not stated),-0.9,1.3,4.9,-10.8,1.7,-0.9,-3.6,2.0,3.3
O=C(NCCc1cnc[nH]1)Nc1cccc(C(F)(F)F)c1,4.7,0.8,0.0,1.7,-7.2,1.7,7.1,13.8,-6.2
COC(=O)[C@H]1C[C@H](OC(=O)NCc2ccc(OC)c(OC)c2)[C@@]2(O)CN(S(=O)(=O)c3ccc(C)cc3)CC2[C@H]1C(=O)OC (some centres not stated),1.4,-1.9,0.5,5.4,1.1,1.3,-1.1,4.8,-3.9
N#CCCn1cc(C(N)=O)c(-c2ccc3ccccc3c2)n1,17.4,-4.7,0.2,5.7,-1.0,-1.3,5.3,5.1,-1.5
COc1ccc(C(=O)NCCn2cc(SCC(=O)N3CCOCC3)c3ccccc32)cc1,1.9,-1.7,2.6,5.6,-6.5,-2.2,-9.3,-0.1,5.7
CN(C(=O)c1ccc(-c2nn(C)c(=O)c3ccccc23)cc1)C1CCCCC1,8.7,4.5,14.4,-2.6,4.5,1.4,-8.2,-1.1,-6.3
CCOc1nc(Oc2cccc(C(=O)O)c2)nc(Oc2cccc(C(=O)O)c2)n1,-1.3,-0.2,0.5,8.6,-2.8,-1.4,2.0,5.3,2.1
Cc1[nH]n(-c2ccc(Br)cc2)c(=O)c1/C=N/NC(=O)c1ccccc1,16.1,4.5,0.7,6.8,1.1,-1.2,-3.6,9.6,6.2
CCOC(=O)N1CCN(C(=O)CSc2ccc(-c3cccc(OC)c3)nn2)CC1,4.0,6.8,4.7,-11.6,2.8,-3.9,-4.2,5.0,4.3
COc1ccc(-c2cn3cc(Cl)ccc3n2)cc1OC,21.9,6.7,-2.6,0.0,-3.9,-0.3,-4.1,5.7,8.2
CCOC(=O)c1c(NC(=S)Nc2ccc(F)cc2)sc2c1CCC2,-13.8,1.4,-0.7,-1.6,-0.2,0.2,-3.0,4.6,17.1
CC(C)C(C)NC(=O)CSc1ccc(S(=O)(=O)N2CCOCC2)cn1 (configuration not stated),-1.7,20.9,1.3,-4.6,1.2,-0.6,-6.3,12.0,0.5
O=C(COC(=O)CNC(=O)c1ccc(Cl)cc1)NC1CCCCCC1,-1.9,-3.0,0.4,5.2,1.1,-0.6,8.7,6.4,10.7
CCC(C)[C@H](NC(=O)NC1CCCc2ccccc21)C(=O)OC (some centres not stated),19.9,4.1,-0.1,-9.1,-3.7,-3.4,-1.5,11.3,-5.3
CCCN(CCC)c1ncnc2c1cnn2-c1ccc(OC)cc1,-23.4,-7.6,4.0,-8.7,0.5,4.0,-3.4,1.8,4.2
O=C(COC(=O)c1cc(Cl)ccc1Cl)NC1CCCC1,5.5,11.7,0.8,1.1,-3.6,-1.0,-1.9,3.4,0.2
O=C(Cc1ccc(Cl)cc1)Nc1cccnc1,17.4,-6.6,0.9,-8.2,0.6,-0.8,0.7,9.3,27.7*
C[n+]1cccc(/C=N/Nc2nc(Cl)c(C#N)c(Cl)c2Cl)c1,-3.8,-2.1,2.3,-2.0,7.9,2.7,8.0,6.6,-2.0
CNC(=S)NNC(=O)c1cccn(Cc2ccccc2)c1=O,-4.9,-1.5,0.6,-3.8,-3.7,1.0,-5.9,4.7,-2.8

Molecule,CRFR2-BP antag,CHRM5 antagonist,CHRM4 agonist,CHRM4 antagonist,CHRM5 agonist,CRFBP-R2 agonist,CHRM5 PAM,CHRM1 PAM,M4 PAM
COC(=O)C[C@H]1C=C[C@H](NC(=O)Nc2ccccc2)[C@@H](CO)O1,x,3.2,0.5,-0.7,1.2,x,1.7,x,-1.5
COCOCCn1cc(CN2CCS(=O)(=O)N(Cc3ccc(-c4ccc(OC)nc4)cc3)C(C)C2=O)nn1 (configuration not stated),-3.4,-7.6,0.5,-7.2,-1.1,3.1,2.7,4.8,7.8
CNC(=O)c1[nH]cnc1C(=O)NCC(=O)OCc1ccccc1,-0.9,9.4,20.6,5.9,8.2,0.5,-16.9,-5.5,-2.5
Clc1ccccc1OCc1nc(-c2ccc(Br)o2)no1,14.0,-0.9,0.1,3.0,-2.3,3.9,-9.3,-8.6,-7.7
Nc1ncnc2c1ncn2C1OC(CO)C(O)C1N (configuration not stated),-4.9,-3.6,-0.6,-6.1,1.7,0.3,1.7,1.9,0.2
Cc1ccc(NCc2cccnc2)c(Br)c1,2.1,0.1,-0.1,3.4,-6.0,-0.5,4.9,-3.3,5.3
CC1CCCCN1C(=O)Cn1cnc2c1c(=O)n(C)c(=O)n2C (configuration not stated),0.7,0.9,0.9,-2.2,-1.7,-1.0,-1.4,1.6,12.2
C[C@H]1CN([C@@H](C)CO)C(=O)Cc2cc(NC(=O)C3CC3)ccc2O[C@H]1CN(C)Cc1ccc(C(=O)O)cc1,-0.5,-0.9,2.1,-1.0,0.6,4.1,-0.6,-6.7,1.9
Cc1cc(OCCCCN2C(=O)NC(C)(C)C2=O)cc(C)c1Cl,-41.6,4.8,5.1,-8.6,-0.9,-1.4,-4.2,0.3,-4.6
CCCN(CC(=O)Nc1ccccc1C)C(=O)CC(NC(=O)c1ccccc1)c1ccccc1 (configuration not stated),-12.2,3.3,9.6,-11.7,2.6,-1.5,-3.4,1.2,-4.9
CCN1C(=O)C(CC(=O)Nc2ccc(OC)cc2)N(Cc2cccnc2)C1=S (configuration not stated),-8.1,2.8,2.1,9.8,2.2,3.9,3.9,2.6,-9.7
CSc1ccc(C(=O)/C=C/c2ccc(N)cc2)cc1,2.7,7.1,1.7,-1.2,-1.7,-1.8,-6.8,1.1,-2.5
COc1ccc(O)c(/C=C(\C#N)C(=O)Nc2ccccn2)c1,-13.4,6.4,0.0,-11.6,0.0,4.0,3.5,10.8,3.0
Nc1ccc(-c2nc3ncccc3o2)cc1,16.6,3.1,0.0,3.4,0.7,0.3,9.5,8.9,-2.4
O=C(c1ccco1)N1CCN(C/C=C/c2ccccc2)CC1,-6.0,1.2,0.0,0.8,-4.9,1.0,2.4,7.4,10.4

7 successive entries out of the list so far, quoted:
Molecule,CRFR2-BP antag,CHRM5 antagonist,CHRM4 agonist,CHRM4 antagonist,CHRM5 agonist,CRFBP-R2 agonist,CHRM5 PAM,CHRM1 PAM,M4 PAM
Cc1cc(OCCCCN2C(=O)NC(C)(C)C2=O)cc(C)c1Cl,-41.6,4.8,5.1,-8.6,-0.9,-1.4,-4.2,0.3,-4.6
CCCN(CC(=O)Nc1ccccc1C)C(=O)CC(NC(=O)c1ccccc1)c1ccccc1 (configuration not stated),-12.2,3.3,9.6,-11.7,2.6,-1.5,-3.4,1.2,-4.9
CCN1C(=O)C(CC(=O)Nc2ccc(OC)cc2)N(Cc2cccnc2)C1=S (configuration not stated),-8.1,2.8,2.1,9.8,2.2,3.9,3.9,2.6,-9.7
CSc1ccc(C(=O)/C=C/c2ccc(N)cc2)cc1,2.7,7.1,1.7,-1.2,-1.7,-1.8,-6.8,1.1,-2.5
COc1ccc(O)c(/C=C(\C#N)C(=O)Nc2ccccn2)c1,-13.4,6.4,0.0,-11.6,0.0,4.0,3.5,10.8,3.0
Nc1ccc(-c2nc3ncccc3o2)cc1,16.6,3.1,0.0,3.4,0.7,0.3,9.5,8.9,-2.4
O=C(c1ccco1)N1CCN(C/C=C/c2ccccc2)CC1,-6.0,1.2,0.0,0.8,-4.9,1.0,2.4,7.4,10.4

Screening results deposited in PubChem by several laboratories.
